Source: PubChem (several laboratories)
LMPTP block – blocks human LMPTP phosphatase | P24666 | recombinant LMPTP-A, OMFP fluorogenic substrate, fluorescence intensity | inhibition, % at 20 µM | 0.22% of 360,000 active | AID 651560;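 active = compounds that cut the enzyme signal by at least half of the control window in the single-dose screen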;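 note: plate controls were DMSO wells with enzyme plus substrate for no effect and substrate without enzyme for full effect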
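Material: LMPTP-A; amount: 0.625 nM enzyme; doses: single 20 µM dose; times: reaction 50 min, room temperature, dark; technique: fluorescence intensity of OMFP turnover product; benchmarks: no-enzyme and uninhibited controls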
NadD inh – blocks S. aureus nicotinate mononucleotide adenylyltransferase. purified NadD enzyme, colorimetric absorbance read-out. inhibition, % at 20 µM. 0.78% of 360,000 active; in the data active = inhibition above about 26%; note: some compounds past the cut are filed as inactive
STEP inh – blocks human striatal-enriched tyrosine phosphatase | P54829 | recombinant STEP, OMFP fluorogenic substrate, fluorescence | inhibition, % at 20 µM | 0.25% of 360,000 active;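 active = inhibition at 20 µM, scaled per plate between control wells, above about 37%, limit read from the data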;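 note: 0% = DMSO with enzyme and substrate and 100% = substrate only without enzyme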
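medium = Bis-Tris buffer pH 6.0, 2.5 mM DTT, 0.005% Tween 20 | test system = STEP (striatal-enriched tyrosine phosphatase) enzyme, cell-free | measure = normalized % inhibition | compound dosing = 20 µM, 1% DMSO | also added = 25 µM OMFP | schedule = reaction 20 min, ambient temperature | measured by = fluorescence read at 480 nm ex / 540 nm em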
TbMetRS inhib – blocks T. brucei methionyl-tRNA synthetase activity; purified T. brucei MetRS, ATP depletion, Kinase-Glo luminescence; inhibition, % at 11.9 µM; 0.4% of 360,000 active;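 active = inhibition above a per-plate cutoff of the control wells' mean inhibition plus 3 SD, cut at about 5.5% in these data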;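 note: 0% = DMSO wells median and 100% = median of wells with control inhibitor compound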
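System: purified T. brucei MetRS enzyme / Detection: Kinase-Glo luciferase luminescence reporting remaining unconsumed ATP / Medium: HEPES buffer with MgCl2, KCl, DTT, spermine, BSA, pyrophosphatase / Replication: singlicate, one well per compound / Evaluation: percent inhibition relative to median high and low control wells / Schedule: 2 h aminoacylation at 25 °C after 15 min preincubation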
Scp-1 inhibitor – Scp-1 (human) phosphatase inhibition; Recombinant Scp1, phosphopeptide, malachite green phosphate absorbance; inhibition, % at 20 µM; Q9GZU7; 0.88% of 340,000 active; AID 493091;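 active = inhibition above about 50% at 20 µM, limit read from the data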;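 note: plate controls were DMSO wells with enzyme for no effect and wells lacking enzyme for full effect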
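Test system: SCP-1 catalytic domain; Buffer or medium: Acidic Tris acetate buffer with magnesium and detergent; Also added: Phosphorylated 17-residue peptide substrate; Compound: single 20 µM dose, 1% DMSO; Schedule: enzyme reaction 45 min at room temperature, colour 5 min, stabilisation 30 min; Signal: Phosphate-binding colour reagent, absorbance read at 630 nm.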
SKN-1 inh – inhibitors of C. elegans SKN-1. C. elegans VP596 Pgst-4::GFP/RFP ratio, acrylamide-induced, 24 h. inhibition, % at 21.8 µM. 0.49% of 360,000 active. AID 624304;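 active = interference check ratio from 0.5 to 1.5 plus GFP to RFP signal ratio inhibition reaching or exceeding a fixed threshold, cut at about 30% in these data, passing the limit was not always enough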; note: some compounds called inactive have numbers as strong as hits
SUMO1-SIM PPI – modulators of human SUMO1-mediated protein-protein interactions | inhibition, % at 20 µM | AID 602429 | 0.33% of 360,000 active | SUMO1 binding to a labelled peptide, TR-FRET, 1 h; in the data active = inhibition above about 37%
CendR NRP1 mod – NRP-1/CendR interaction modulation. O14786. FAM-RPARPAR peptide binding to NRP-1, fluorescence polarization. inhibition, % at 25 µM. 0.85% of 360,000 active;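 active = inhibition or corrected inhibition above about 18%, plus a signal ratio from 0.5 to 1.5, limit read from the data, passing the limit was not always enough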; note: strong numbers were not always called active
Neddyl block – blocks human cullin neddylation; TR-FRET cullin neddylation, biochemical; calls only at 25 µM; 0.58% of 360,000 active; AID 651699; in the data active = inhibition above about 36%
DNMT1 inh – DNMT1 (human) enzyme inhibition. DNMT1 molecular beacon, Hinp1I cleavage, fluorescence. inhibition (reported as % activation of signal), % at 10 µM. 0.83% of 360,000 active; in the data active = inhibition above about 50%
Target sequence (P26358 504-1616 limits assumed): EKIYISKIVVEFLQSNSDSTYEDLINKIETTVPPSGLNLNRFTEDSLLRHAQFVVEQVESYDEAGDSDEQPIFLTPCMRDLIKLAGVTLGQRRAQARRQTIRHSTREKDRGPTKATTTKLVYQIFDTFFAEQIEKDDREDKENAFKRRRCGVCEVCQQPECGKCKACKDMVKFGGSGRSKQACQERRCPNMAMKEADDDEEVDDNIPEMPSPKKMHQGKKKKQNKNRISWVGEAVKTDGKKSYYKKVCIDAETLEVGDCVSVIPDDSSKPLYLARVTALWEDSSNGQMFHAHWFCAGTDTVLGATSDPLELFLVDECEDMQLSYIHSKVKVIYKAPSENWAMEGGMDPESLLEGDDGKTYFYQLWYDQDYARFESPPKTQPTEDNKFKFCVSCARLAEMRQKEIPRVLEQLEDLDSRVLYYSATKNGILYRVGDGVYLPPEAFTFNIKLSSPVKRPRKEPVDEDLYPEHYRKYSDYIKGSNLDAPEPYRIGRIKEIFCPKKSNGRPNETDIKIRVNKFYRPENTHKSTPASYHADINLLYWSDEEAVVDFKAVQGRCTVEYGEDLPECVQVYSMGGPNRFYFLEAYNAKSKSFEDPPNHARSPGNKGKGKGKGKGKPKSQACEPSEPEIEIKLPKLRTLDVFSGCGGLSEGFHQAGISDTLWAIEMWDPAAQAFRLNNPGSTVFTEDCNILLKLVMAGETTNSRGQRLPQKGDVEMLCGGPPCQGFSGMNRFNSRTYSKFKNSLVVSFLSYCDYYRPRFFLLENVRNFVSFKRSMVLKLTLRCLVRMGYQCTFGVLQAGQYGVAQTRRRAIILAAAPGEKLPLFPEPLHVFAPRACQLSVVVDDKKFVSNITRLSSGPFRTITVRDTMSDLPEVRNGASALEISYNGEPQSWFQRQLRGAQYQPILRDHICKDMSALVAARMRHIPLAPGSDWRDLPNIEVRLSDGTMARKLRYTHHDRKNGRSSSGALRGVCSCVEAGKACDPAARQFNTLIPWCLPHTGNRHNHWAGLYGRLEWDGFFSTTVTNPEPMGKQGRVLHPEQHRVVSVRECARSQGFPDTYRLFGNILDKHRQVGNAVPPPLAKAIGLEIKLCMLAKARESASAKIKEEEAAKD
Numbers without * were called inactive; i = inactive; · = no result given.

SMILES	LMPTP block	NadD inh	STEP inh	TbMetRS inhib	Scp-1 inhibitor	SKN-1 inh	SUMO1-SIM PPI	CendR NRP1 mod	Neddyl block	DNMT1 inh
COc1cc([N+](=O)[O-])ccc1NC(=O)CN1C(=O)NC2(CCCCC2C)C1=O (centres undefined)	-0.1	-2	-4	-0.3	4	-7	-28	-5	i	-1
CCC(=O)N(Cc1ccco1)c1nc(C(=O)Nc2ccc(Cl)cc2)c(C)s1	2.2	7	-2	-1.4	-8	6	1	-14	i	-11
CC(C)N1CCN(Cc2cccc(-c3ccco3)c2)CC1CCO (centres undefined)	3.7	-6	-1	0.2	-9	9	34	12	i	-2
CCCS(=O)(=O)NC(=O)C1(C)CCN(C(=O)c2ccco2)C1 (centres undefined)	-2.1	-2	0	-0.5	·	4	-1	-4	i	1
Cc1cccc(-n2c(SCC(N)=O)nnc2-c2ccco2)c1	0.2	0	-1	-0.9	4	-15	7	0	i	1
C#CCOCCOCCOCCNc1nc(N2CCN(C(=O)CCCCCCCCCCNC(=O)[C@H](CCCCN)n3cc(CCO)nn3)CC2)nc(N2CCN(C(=O)CCCCCCCCCCNC(=O)[C@H](CCCN=C(N)N)n3cc(C[C@@H](C)CC)nn3)CC2)n1	6.6	44*	6	-0.2	29	3	90*	14	i	-53
CCc1nc2ccc(C(=O)Nc3ccc(NC(C)=O)cc3)cn2c1N(C)CCCc1ccccc1	1.4	7	1	-0.2	·	5	0	-14	i	-13
CCC(=O)Nc1cc(OC)c(NC(=S)Nc2ccccc2CC)cc1OC	-0.7	-4	0	0.3	·	3	-1	2	i	0
Cc1ccc(NS(=O)(=O)c2ccc3c(c2)n(C)c(=O)n3C)cc1C	0.4	-1	4	-0.5	-1	-13	7	-25	i	-1
Cn1nnnc1SCCNC(=O)C1CCC(=O)N(CCc2cccc(F)c2)C1 (centres undefined)	1.4	1	-1	-0.2	-2	20	4	2	i	2
COC(=O)COc1cccc(/C=N/NC(=O)CCSc2ccccc2)c1	-0.7	-5	2	0.1	-3	-3	-9	-4	i	-1
CCOC(=O)[C@]12CCC=C1N(Cc1ccc3c(c1)OCO3)C(=O)[C@H](CC(=O)NCc1ccc(OC)c(OC)c1)C2	-0.6	7	·	-0.4	·	6	2	-5	i	·
O=C(Nc1ccc(N=Nc2ccccc2)cc1)c1ccc(Cl)cc1Cl	-1.6	1	0	0.2	-5	3	-3	1	i	7
C=CCN1C(=O)C(Cc2ccc(OCC)cc2)SC1=Nc1ccc(C(=O)O)cc1 (centres undefined)	-0.8	-2	0	-0.9	-11	-6	6	-1	i	-3
COC(=O)C1CCCCN1C(=O)c1ccc2oc(C(C)C)nc2c1 (centres undefined)	-0.8	-4	1	-0.7	0	-2	1	7	i	2
O=C(O)CSc1nnc(-c2ccncc2)n1-c1ccc(Cl)cc1	-0.3	1	-6	0.1	-7	-10	0	7	i	2
O=C(CSc1nnc(Cn2c(=O)sc3ccccc32)n1-c1ccccc1)Nc1nccs1	0.4	-2	-1	1.3	0	-13	8	-3	i	-4
CC(C)(C)c1ccc(C(=O)N2CCNCC2)cc1	-5.0	-2	-1	-1.6	-11	-6	0	-1	i	-4
NC(=O)C1CCN(c2nc3c(S(=O)(=O)c4ccccc4)nnn3c3ccccc23)CC1	-0.5	2	9	1.2	-4	5	20	4	i	3
O=C(COC(=O)c1ccccc1OCc1ccc(F)cc1)NCC1CCCO1 (centres undefined)	0.0	-5	2	-0.1	-6	-20	0	-12	i	0
CC1CCN(c2nc(NCc3ccco3)nc(N)c2[N+](=O)[O-])CC1	3.2	-3	-3	-0.5	6	14	-2	2	i	2
CC1=NCCN1CCNC(=O)Nc1cc(C)cc(C)c1	-1.4	-1	1	0.0	-7	12	0	-11	i	6
Cc1ccc(C)c(NC(=O)Cc2coc3cc4c(cc23)CCC4)c1	-1.4	-8	0	-0.8	-5	-7	0	7	i	0
CC(C)NC(=O)c1ccc(-c2ccc(F)c(F)c2)c2ccoc12	0.4	-3	1	0.1	·	15	4	-13	i	-2
CC1(C(=O)NCc2ccc(Cl)c(Cl)c2)Oc2ccccc2NC1=O (centres undefined)	-2.0	-8	-2	-0.3	-1	6	2	-1	i	2
CCOc1ccc(N2CC(C(=O)Nc3nnc(Cc4ccc(OC)cc4)s3)CC2=O)cc1 (centres undefined)	0.0	4	-1	-0.5	-5	9	-3	-18	i	-8
Clc1ccccc1CSc1cc2c(nn1)-c1ccccc1CC2	6.9	18	5	-0.5	-4	-5	-1	-14	i	-5
CCc1nc2cc(NC(=O)C3(C)CCCN(C(C)=O)C3)ccc2o1 (centres undefined)	-1.5	-1	2	0.1	·	17	14	-7	i	-3
CCOC(=O)c1nn(-c2ccc(F)cc2)c2c1CC/C2=C/c1ccccc1	0.1	-2	1	-0.6	-12	-3	-2	7	i	4
Cc1ccc(S(=O)(=O)N(CC(=O)N=Nc2c(O)[nH]c3ccccc23)c2ccc(C)c(C)c2)cc1	3.3	32*	0	-1.3	-5	8	-8	-10	i	-11
O=[N+]([O-])c1cc([N+](=O)[O-])c(Oc2c(Cl)cccc2Cl)cc1NN1CCCCC1	0.7	-6	4	0.0	-11	-4	-3	22	i	6
CC(C)NC(=O)C1CCN(C2CCN(Cc3nc(C(C)C)cs3)CC2)CC1	-0.6	-5	-1	-0.7	10	-6	1	-8	i	2
COc1ccc(N2CCN(C(=O)c3cccn4c(=O)c5ccccc5nc34)CC2)cc1	-0.7	0	0	0.2	-6	1	-7	-3	i	-1
O=C1N[C@@H](Cc2ccccc2)COC(=O)[C@H](Cc2ccc(F)cc2)CC/C=C/C[C@@H]1CC(=O)N(CCO)Cc1ccccc1	3.0	-1	0	-0.4	0	-8	1	5	i	-32
COCCNC(=O)c1ccc(CSc2nc3ccccc3s2)cc1	0.4	-9	3	-0.7	-10	0	20	5	i	-2
OC(CN1CCN(Cc2ccc3c(c2)OCO3)CC1)c1c[nH]c2ccccc12 (centres undefined)	1.4	-5	2	0.0	9	6	-2	-3	i	-1
COc1cc(C)ccc1NC(=O)Cc1csc(NC(=O)Nc2ccccc2OC)n1	3.1	11	0	0.3	-1	13	3	1	i	-4
COc1ccccc1N1CCN(C(c2cc3cc(C)ccc3[nH]c2=O)c2nnnn2C2CCCC2)CC1 (centres undefined)	-1.3	1	-13	-0.1	-5	2	45*	2	i	-5
O=C(NCc1ccco1)c1ccccc1F	-1.3	10	-1	-0.6	16	-4	0	-20	i	13
COc1ccc(NC(=O)c2cc(C3CCCCN3S(=O)(=O)Cc3ccccc3)on2)c(C)c1 (centres undefined)	0.4	-6	4	-0.3	·	5	-4	13	i	-2
Fc1ccccc1Nc1nc(-c2ccncc2)nc2ccccc12	0.4	-4	3	0.3	-3	6	-4	-2	i	1
CC1(C)CC2CC(C)(CN2C(=O)Cc2ccccc2)C1 (centres undefined)	-1.2	-2	-1	-3.0	-4	-18	0	-1	i	0
COc1ccc(C(=O)Cn2c(C(C)=O)nc3ccccc32)cc1	0.7	3	-3	-0.2	2	5	-10	-7	i	-4
Cc1cccc(C(=O)OC(C)C(=O)NCC2CCCCC2)c1O (centres undefined)	-0.4	-5	-2	-0.1	-7	12	2	9	i	4
Cc1ccc(N=CC2=C(O)CC(C)(C)CC2=O)nc1	-1.1	-4	1	0.0	3	2	-3	24*	i	3
O=C(NNC(=S)NC(=O)c1ccccc1[N+](=O)[O-])c1ccc(Cl)cc1Cl	-1.2	6	10	-0.5	-11	7	-6	0	i	10
O=C(NNc1c(Cl)cc(Cl)cc1Cl)c1cccc([N+](=O)[O-])c1	0.4	-8	-4	0.3	-24	3	-21	10	i	-2
CCN(CC)CCCNC(=O)CSc1nc2c(c(C(F)(F)F)n1)CCc1ccccc1-2	-0.9	-7	2	-0.2	1	-9	4	0	i	2

Ordered by value in TbMetRS inhib (ascending): three of the compounds above
SMILES,TbMetRS inhib
CC(C)NC(=O)C1CCN(C2CCN(Cc3nc(C(C)C)cs3)CC2)CC1,-0.7
C#CCOCCOCCOCCNc1nc(N2CCN(C(=O)CCCCCCCCCCNC(=O)[C@H](CCCCN)n3cc(CCO)nn3)CC2)nc(N2CCN(C(=O)CCCCCCCCCCNC(=O)[C@H](CCCN=C(N)N)n3cc(C[C@@H](C)CC)nn3)CC2)n1,-0.2
COc1cc(C)ccc1NC(=O)Cc1csc(NC(=O)Nc2ccccc2OC)n1,0.3

Continued:
SMILES	LMPTP block	NadD inh	STEP inh	TbMetRS inhib	Scp-1 inhibitor	SKN-1 inh	SUMO1-SIM PPI	CendR NRP1 mod	Neddyl block	DNMT1 inh
Brc1ccc2nc(N3CCCC3)sc2c1	-0.1	-8	-2	-0.4	-7	52*	-2	-16	i	-1
CCC1CCCCN1CCCNC(=O)c1ccc2c(c1)NC(=O)CS2 (centres undefined)	-2.2	-3	-1	0.3	-5	25	-32	14	i	-8
COc1ccc(NC(=O)CSc2nc(O)cc(=O)n2C)cc1	-1.0	-5	4	-0.3	-8	-13	1	0	i	0
COc1ccc([N+](=O)[O-])cc1NCc1ccco1	0.7	-7	2	-0.7	0	3	-26	-5	i	-2
Cn1cccc1CC(=O)N/N=C/c1cccc([N+](=O)[O-])c1	-0.4	-2	-2	-0.1	1	3	-6	3	i	94*
COc1cc(/C=N/NC(=O)c2ccc3c(c2)OCO3)ccc1O	1.4	-2	0	-0.4	-5	6	-23	-8	i	0
CSc1nnnn1-c1c(C)cccc1C	-1.5	-1	0	-1.0	-7	2	5	3	i	6
COCCn1nnnc1C(c1cc2ccc(OC)cc2[nH]c1=O)N1CCN(C2CCCCC2)CC1 (centres undefined)	0.7	-4	-3	0.1	-6	13	-1	-9	i	-19
C=CCC(=O)OCCCCCCOc1ccc(C(=O)O)cc1	-0.4	0	-5	0.1	-6	10	2	2	i	1
O=C(Nc1cccnc1)c1sc(Nc2ccccc2F)nc1-c1ccccc1	1.1	14	-3	-0.7	-5	2	2	-6	i	-5
CCN(CC)S(=O)(=O)c1cccc(C(=O)N[C@H](C(=O)OCC(N)=O)C(C)C)c1	-0.7	-2	-3	-0.9	-2	2	4	4	i	2
CNC(=O)COC(=O)/C=C/c1cccc(F)c1	-0.9	-6	-2	-0.6	-1	-11	-9	-4	i	0
COC(=O)CNc1nc(Cl)nc(Nc2ccc(Cl)cc2)n1	-1.4	0	0	-0.3	-3	-4	1	18	i	16
CC(C)c1nnc(NC(=O)CCC(=O)Nc2ccc3cn[nH]c3c2)s1	-1.5	4	-3	0.2	-7	1	4	-6	i	-3
